ALOX12 inhib = 12-hLO (ALOX12) enzyme inhibition; P18054; purified 12-hLO, xylenol orange hydroperoxide absorbance; Potency, µM (top dose mostly 57.1 µM), for the others: at the top dose activity change, negative = inhibition, actives largely listed as inhibitors; 0.12% of 150,000 active; AID 1452; further: potency means the concentration at half of the fitted maximal effect; nearly all actives have a fitted effect of over 55% in size; many of its hits are not listed in these tables
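Hydroperoxide output read as Fe(III)-xylenol orange absorbance, 573-to-405 nm ratio, after 30 min reaction with 40 uM arachidonic acid. Enzyme: 150 nM purified human 12hLO, 15 min compound preincubation; 25 mM Hepes pH 7.0, room temperature.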
15-hLO-2 inh = inhibitors of human 15-lipoxygenase 2 (ALOX15B); purified 15hLO-2, xylenol orange hydroperoxide absorbance; Potency, µM (series often up to 57.1 µM), for the others: top-dose activity change, negative = inhibition, usual class: inhibitors; 0.56% of 110,000 active; AID 881; further: potency means the concentration at half of the fitted maximal effect; nearly all actives have a fitted effect of over 60% in size; many of its hits are not listed in these tables
Target sequence (O15296 whole entry, looked up): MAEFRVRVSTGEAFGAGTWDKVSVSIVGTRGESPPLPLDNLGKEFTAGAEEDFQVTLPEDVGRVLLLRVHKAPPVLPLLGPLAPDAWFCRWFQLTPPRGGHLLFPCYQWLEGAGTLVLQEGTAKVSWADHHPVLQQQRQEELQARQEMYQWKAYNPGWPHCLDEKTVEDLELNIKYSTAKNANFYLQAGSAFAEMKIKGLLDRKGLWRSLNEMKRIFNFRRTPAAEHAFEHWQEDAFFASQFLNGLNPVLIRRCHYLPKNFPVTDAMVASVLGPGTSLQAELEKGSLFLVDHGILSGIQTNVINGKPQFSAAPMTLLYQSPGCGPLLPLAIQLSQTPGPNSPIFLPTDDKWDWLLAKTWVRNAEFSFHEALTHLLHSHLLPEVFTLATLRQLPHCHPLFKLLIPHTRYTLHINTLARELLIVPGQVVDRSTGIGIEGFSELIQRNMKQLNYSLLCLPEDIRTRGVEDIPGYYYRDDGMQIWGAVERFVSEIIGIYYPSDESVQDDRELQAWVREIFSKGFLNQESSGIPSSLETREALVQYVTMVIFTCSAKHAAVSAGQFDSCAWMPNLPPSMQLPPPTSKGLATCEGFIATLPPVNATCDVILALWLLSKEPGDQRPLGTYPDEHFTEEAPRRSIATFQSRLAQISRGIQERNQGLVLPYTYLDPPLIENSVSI
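Purified human 15hLO-2 (50 nM) preincubated 15 min with compound, then 45 uM arachidonic acid for 90 min at RT in 25 mM Hepes pH 7.5, 0.01% Triton X-100. Hydroperoxide detected by Fe-xylenol orange; 573/405 nm absorbance ratio.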
PNC inhibitor = perinucleolar compartment assembly inhibition; PC3M PTB-GFP, PNC prevalence imaging, 16 h; active compounds read low; activity change (PNC), negative = inhibition, % at 10 µM; 3.1% of 140,000 active;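 active means readout at or below -70, meaning at least 70% loss of cells showing the perinucleolar compartment, a nuclear body marking cancer cells; inconclusive means readout between -30 and a set limit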;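 further: plate controls were DMSO wells for no effect and camptothecin positive control wells for full effect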
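Read-out is percentage of cells bearing a perinucleolar compartment, from automated 20x imaging of fixed, Hoechst-stained PC3M PTB-GFP cells. Cells were seeded 4 h, then exposed 16 h to compound (23 nl of library stock) in duplicate plates.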
IMPase cell inh = membrane-permeable compound that blocks inositol monophosphatase; CHO-M1 cells, IP1 accumulation, HTRF TR-FRET ratio; inhibition (IP1 accumulation), % at 46.1 µM; AID 901; P97697; 120,000 tested, under 10 active; active means well fitted curve in the direction sought with a large enough effect in the signal ratio, not every such curve was filed as active; inconclusive means small, poorly fitted or top-dose-only effect, or a change in a side signal; inactive means no such curve, though single readings can be large or run the other way; the % refers to the signal ratio;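 further: cells stimulated with carbachol in lithium chloride buffer; plate controls were DMSO basal wells for no effect and reference inhibitor wells for full effect; higher means more IMPase inhibition seen as more IP1 and lower FRET ratio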
Target sequence (P97697 whole entry, looked up): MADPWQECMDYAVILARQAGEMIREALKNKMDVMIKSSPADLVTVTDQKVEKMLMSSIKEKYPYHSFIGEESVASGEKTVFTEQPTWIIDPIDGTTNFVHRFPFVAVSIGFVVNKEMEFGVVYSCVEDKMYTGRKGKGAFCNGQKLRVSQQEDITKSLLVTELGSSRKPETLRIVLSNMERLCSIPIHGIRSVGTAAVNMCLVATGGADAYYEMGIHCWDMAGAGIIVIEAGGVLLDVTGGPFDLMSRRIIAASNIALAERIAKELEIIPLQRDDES
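Carbachol-driven Gq signalling in CHO-M1 cells (2000/well) generates IP1. Compounds that block IMPase raise IP1 and so reduce the FRET signal from Eu-anti-IP1 and d2-IP1 after a 10 min room-temperature lysis.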
The depositor's hits bear a star; [ ] = remark or other dose. Unless noted, the call rests on the fitted dose curve; in most records, active means well fitted curve in the direction sought with a large enough effect; inconclusive means small, poorly fitted or top-dose-only effect, or another doubt; inactive means no such curve, though single readings can be large; an effect the other way counts as inactive or inconclusive. Unless noted, on the % scale 0 is the no-effect control and ±100 the full control effect. This is a subset, so the mix of outcomes need not match the whole.

CCc1ccc(NC(=O)CS(=O)CC(=O)NC(C)CCc2ccco2)cc1 (centres undefined) was read as ALOX12 inhib 0% and PNC inhibitor inconclusive.
For CC(Sc1ccc(Cl)cc1)C(=O)Nc1ccccc1C(=O)N1CCOCC1 (centres undefined) the results were ALOX12 inhib 2%, 15-hLO-2 inh 1%, PNC inhibitor inconclusive and IMPase cell inh -4.
Screening FC(F)(F)c1ccc(C2[C@H]3CN(Cc4cccnc4)[C@H](c4ccccc4)C34CC2(c2ccccc2)C4)cc1 (some centres undefined) returned ALOX12 inhib -4% and 15-hLO-2 inh 5%.
Screening O=C(NCCN1CCOCC1)c1c[nH]c2ccc(S(=O)(=O)N3CCOCC3)cc2c1=O returned ALOX12 inhib -2% and PNC inhibitor 40.
For Cc1noc(C)c1C(=O)N1CCC2(CCN(Cc3ccccc3)CC2)CC1 the results were ALOX12 inhib 0% and 15-hLO-2 inh 5%.
`C/C(=C/CCC(C)[C@H]1CC[C@@]2(C)C3=C(CC[C@]12C)[C@@]1(C)CCC(=O)C(C)(C)[C@@H]1CC3)C(=O)O` (some centres undefined) gave ALOX12 inhib 1% and PNC inhibitor inconclusive.
For Cc1ccc(CNC(=O)C2CCCN(Cc3cnn(-c4ccccc4)c3-n3cccc3)C2)cc1 (centres undefined) the results were ALOX12 inhib 1%, 15-hLO-2 inh 52%[activator], PNC inhibitor inconclusive and IMPase cell inh 9.
CCCCn1c(SCC(=O)c2ccc(OCC)cc2)nc2cc(S(N)(=O)=O)ccc21 was read as ALOX12 inhib -12%, 15-hLO-2 inh -7%, PNC inhibitor 38 and IMPase cell inh -4.
Screening CC1(C)CCC[C@@](C)([C@H]2CC[C@]3(C)[C@@H]2[C@H](O)C[C@@H]2[C@@]4(C)CC[C@H](O)C(C)(C)[C@@H]4[C@@H](O)C[C@]23C)O1 returned ALOX12 inhib 3%[0.00818 µM] and 15-hLO-2 inh 12%[0.0915 µM].
For CCCn1c(=O)n(C)c(=O)c2c(SCC(=O)NC34CC5CC(CC(C5)C3)C4)nc(CC(C)C)nc21 the results were ALOX12 inhib 0%, PNC inhibitor -12 and IMPase cell inh 1.

Entries from the list above containing a halogen (2):
For CC(Sc1ccc(Cl)cc1)C(=O)Nc1ccccc1C(=O)N1CCOCC1 (centres undefined) the results were ALOX12 inhib 2%, 15-hLO-2 inh 1%, PNC inhibitor inconclusive and IMPase cell inh -4.
Screening FC(F)(F)c1ccc(C2[C@H]3CN(Cc4cccnc4)[C@H](c4ccccc4)C34CC2(c2ccccc2)C4)cc1 (some centres undefined) returned ALOX12 inhib -4% and 15-hLO-2 inh 5%.

Further structures follow:
CCOC(=O)CNC(=S)N(Cc1ccc(C)cc1)Cc1ccc(C)o1 was read as ALOX12 inhib -4% and PNC inhibitor 0.
For COc1ccc(N2C(=O)CC(N3CCN(c4ccc(S(=O)(=O)N5CCCC5)cc4)CC3)C2=O)cc1 (centres undefined) the results were ALOX12 inhib 3%, 15-hLO-2 inh -5%, PNC inhibitor -26 and IMPase cell inh 14.
COc1ccc(/C=N/NC(=O)c2nc(Cl)c(Cl)c(N)c2Cl)cc1COc1ccccc1F was read as ALOX12 inhib -4%, 15-hLO-2 inh -9%, PNC inhibitor 4 and IMPase cell inh -22.
For CCOC(=O)N1CCC(Nc2c(NCCN3CCN(c4cccc(Cl)c4)CC3)c(=O)c2=O)CC1 the results were ALOX12 inhib -3%, 15-hLO-2 inh 5%, PNC inhibitor 38 and IMPase cell inh 5.
`C=C(C)COc1ccc(-c2n[nH]c(C)c2-c2ccccc2OC)c(O)c1` gave ALOX12 inhib -29%, 15-hLO-2 inh -7%, PNC inhibitor 11 and IMPase cell inh 9.
For COc1ccccc1CNC(=O)c1ccc(S(=O)(=O)N2CCCC2)cc1 the results were ALOX12 inhib -6%, 15-hLO-2 inh 4%, PNC inhibitor -28 and IMPase cell inh 7.
Screening COc1ccc(C(=O)OCC(=O)c2cc(OC)ccc2OC)c(OC)c1 returned ALOX12 inhib -7%, 15-hLO-2 inh -6%, PNC inhibitor 7 and IMPase cell inh -3.
For CC(=O)OCc1c(C(F)(F)F)nn(C)c1Sc1ccccc1 the results were ALOX12 inhib -4%, 15-hLO-2 inh 4%, PNC inhibitor inconclusive and IMPase cell inh 11.
Screening CCCCCCCC(=O)Nc1ccc(C(=O)N/N=C/c2cccc([N+](=O)[O-])c2)cc1 returned ALOX12 inhib -3%, 15-hLO-2 inh -25%, PNC inhibitor inconclusive and IMPase cell inh 7.
For [N-]=[N+]=CC(=O)COC(=O)c1ccccc1 the results were ALOX12 inhib -1%[11.4 µM] and 15-hLO-2 inh -5%[11.4 µM].
Cc1ccc(CSC2=Nc3sccc3C3=NC(=O)CN23)cc1 was read as ALOX12 inhib -5%, 15-hLO-2 inh -13%, PNC inhibitor 84 and IMPase cell inh 2.
Screening CCC(CC)C(=O)Nc1c2c(nn1-c1ccc(OC)cc1)CS(=O)(=O)C2 returned ALOX12 inhib -5%, 15-hLO-2 inh 0%, PNC inhibitor 10 and IMPase cell inh -2.
CCOc1ccccc1-n1c(SCC(=O)Nc2ccc(CC)cc2)nc2n[nH]c(C)c2c1=N was read as ALOX12 inhib -4%, 15-hLO-2 inh inconclusive, PNC inhibitor 8 and IMPase cell inh 6.
`CCc1nc(OCC(=O)c2ccccc2)c(C#N)c2c1COC(C)(C)C2` gave ALOX12 inhib -3%, 15-hLO-2 inh -1%, PNC inhibitor -15 and IMPase cell inh 6.
For Cc1cc(C)cc(N)c1 the results were ALOX12 inhib -1% and 15-hLO-2 inh -15%.
Screening CCOC(=O)c1c(C)[nH]c(C)c1C(=O)CSc1nc(N)cc(=O)[nH]1 returned ALOX12 inhib 1%, 15-hLO-2 inh 2%, PNC inhibitor -3 and IMPase cell inh 12.
`O=C(c1cc2sccc2n1Cc1ccccc1)N1CCCc2ccccc21` gave ALOX12 inhib -10%, 15-hLO-2 inh -1%, PNC inhibitor inconclusive and IMPase cell inh 16.
Screening COc1ccccc1N1CCN(c2ccc(-c3ccccc3)nn2)CC1 returned ALOX12 inhib -2%, 15-hLO-2 inh 4%, PNC inhibitor inconclusive and IMPase cell inh 8.
Screening COc1ccccc1CN(Cc1nc2ccccc2c(=O)[nH]1)C(=O)Nc1ccc(C)cc1 returned ALOX12 inhib -6%, 15-hLO-2 inh 0%, PNC inhibitor -15 and IMPase cell inh -2.
CS/C(=N\S(=O)(=O)c1cccs1)NC(=O)CSc1nc2ccccc2s1 was read as ALOX12 inhib -5%, 15-hLO-2 inh -29%, PNC inhibitor 14 and IMPase cell inh 17.
For Cc1c(NC(=O)c2c(F)cccc2F)c(=O)n(-c2ccccc2)n1C the results were ALOX12 inhib 7%, 15-hLO-2 inh -3%, PNC inhibitor 8 and IMPase cell inh 0.
`Cc1cccc(N2CCN(CCNC(=O)c3cc4c(s3)CS(=O)(=O)C4)CC2)c1C` gave ALOX12 inhib 7%, 15-hLO-2 inh 28%, PNC inhibitor 35 and IMPase cell inh 14.
For Cc1ccc2nc(-c3ccc(N4C(=O)CC(N5CCCC(C)C5)C4=O)cc3)sc2c1 (centres undefined) the results were ALOX12 inhib -5%, 15-hLO-2 inh 2%, PNC inhibitor 26 and IMPase cell inh 5.
For COc1ccc(S(=O)(=O)Nc2ccc(N3CCOCC3)cc2)cc1Br the results were ALOX12 inhib 3%, 15-hLO-2 inh -10%, PNC inhibitor 9 and IMPase cell inh 2.
`CN1C(=O)C2(OCC(COc3ccc(Cl)cc3)O2)c2ccccc21` (centres undefined) gave ALOX12 inhib -2%, 15-hLO-2 inh -5%, PNC inhibitor -14 and IMPase cell inh 0.
`O=S(=O)(NCc1ccco1)N1CCCCCC1` gave ALOX12 inhib 1%, 15-hLO-2 inh 8%[2.29 µM], PNC inhibitor 5 and IMPase cell inh 0.
`Cc1cc(NC(c2cccnc2)c2ccc3cccnc3c2O)no1` (centres undefined) gave ALOX12 inhib -12%, 15-hLO-2 inh 33%[activator], PNC inhibitor 39 and IMPase cell inh -7.
For COc1cc(NC(=O)CN2CCCCC2C)c(C)cc1[N+](=O)[O-] (centres undefined) the results were ALOX12 inhib 0% and PNC inhibitor 17.
`O=C(CCCCCN1C(=O)c2ccccc2C1=O)Nc1ccc2c(c1)OCCO2` gave ALOX12 inhib -2%, 15-hLO-2 inh -9%, PNC inhibitor 37 and IMPase cell inh -1.
`Cc1nn(-c2ccccc2)c2sc(C(=O)N3CCCCC3)cc12` gave ALOX12 inhib -16%, 15-hLO-2 inh 21%, PNC inhibitor -16 and IMPase cell inh 0.
Screening Cc1ccc2[nH]c(=O)c(CN(C)C(=O)c3ccccn3)cc2c1 returned ALOX12 inhib 2%, 15-hLO-2 inh -2%, PNC inhibitor 19 and IMPase cell inh -16.
Nn1c(SCC(=O)NC2CCCCC2)nnc1-c1ccccc1 was read as ALOX12 inhib -11%, 15-hLO-2 inh -1%, PNC inhibitor inconclusive and IMPase cell inh -4.
Cn1cc([N+](=O)[O-])c(C(=O)Nc2ccc3nc(-c4ccccc4)[nH]c3c2)n1 was read as ALOX12 inhib 2% and PNC inhibitor -6.
For Cc1ccc(-c2c3c(=O)n(C)c(=O)n(C)c3cn2Cc2cccnc2)cc1 the results were ALOX12 inhib -6%, 15-hLO-2 inh -14%, PNC inhibitor 37 and IMPase cell inh -1.
Cc1cccc(OCC(=O)Nc2ccc(S(=O)(=O)N3CCCC3)cc2)c1 was read as ALOX12 inhib -3%, 15-hLO-2 inh inconclusive, PNC inhibitor -99* and IMPase cell inh -1.
Screening COc1ccc(C/C(O)=C(\C#N)c2nc3ccccc3s2)cc1 returned ALOX12 inhib -5%, 15-hLO-2 inh -3%, PNC inhibitor inconclusive and IMPase cell inh 4.
Screening O=C(Nc1ccc(S(=O)(=O)N2CCOCC2)cc1)c1ccco1 returned ALOX12 inhib 2%, 15-hLO-2 inh 5%, PNC inhibitor 46 and IMPase cell inh 0.
For Cn1cccc1CC(=O)N/N=C\c1c2ccccc2cc2ccccc12 the results were ALOX12 inhib inconclusive, 15-hLO-2 inh -24%, PNC inhibitor -11 and IMPase cell inh 5.
Screening CC(NS(=O)(=O)c1ccc2c(c1)OCCCO2)C(=O)O (centres undefined) returned ALOX12 inhib 3%, PNC inhibitor -16 and IMPase cell inh 5.
O=C(c1cc(-c2cccnc2)nc2ccccc12)N1CCCc2ccccc21 was read as ALOX12 inhib -1% and PNC inhibitor 16.
For CC(=O)C1=C(O)C(=O)N(c2nccs2)C1c1ccccc1 (centres undefined) the results were ALOX12 inhib 2%, 15-hLO-2 inh 18%, PNC inhibitor -19 and IMPase cell inh -23.
For COc1ccc2[nH]c(=O)c3c(c2c1)OC(C)(C)C=C3 the results were ALOX12 inhib -6%, 15-hLO-2 inh -15%, PNC inhibitor 8 and IMPase cell inh 8.
COC(=O)N1[C@H](Cc2ccccc2)C=C[C@]1(C)C(=O)NCc1ccc(N(C)C)cc1 was read as ALOX12 inhib -8% and 15-hLO-2 inh 7%.
`O=C(COC(=O)C1=COCCO1)Nc1ccccc1Oc1ccccc1` gave ALOX12 inhib -4%, 15-hLO-2 inh -1%, PNC inhibitor 14 and IMPase cell inh 3.
For C/C(=N\OC(=O)NC1CCCCC1)c1sc(-c2ccccc2)nc1C the results were ALOX12 inhib -5%, 15-hLO-2 inh -5%, PNC inhibitor -29 and IMPase cell inh 11.
For O=C(Nc1ccccc1)N1CC2(CCN(S(=O)(=O)c3ccccc3)CC2)C1 the results were ALOX12 inhib -3% and 15-hLO-2 inh 8%.
`CC(C)(C)C1CC=C2C(C#N)=C(N)C(C#N)(C#N)C(c3cccs3)C2C1` (centres undefined) gave ALOX12 inhib -26%, 15-hLO-2 inh -22%, PNC inhibitor 6 and IMPase cell inh -2.
Screening Cc1ccc(S(=O)(=O)Nc2cc(C)nn2-c2ccccc2)cc1 returned ALOX12 inhib -9%, 15-hLO-2 inh -5%, PNC inhibitor -10 and IMPase cell inh 1.

High-throughput results from PubChem BioAssay.
